Screens (PubChem BioAssay)
All columns: NCI-60 one-dose screen, growth in % after 48 h at 10 µM unless noted; 100 = growth as untreated, 0 = no growth, -100 = all killed.
SK-MEL-2 – SK-MEL-2 melanoma; AID 1794763; hit rate 4.7% among 77,000
HS 578T – HS 578T breast cancer | hit rate 4.1% among 78,000 | AID 1794788
UACC-257 – UACC-257 melanoma; AID 1794764; hit rate 4.4% among 78,000
BT-549 – BT-549 breast cancer. hit rate 4.4% among 78,000. AID 1794793
UACC-62 – UACC-62 melanoma | hit rate 5.4% among 81,000
T-47D – T-47D breast cancer. hit rate 5% among 79,000. AID 1794792
LOX IMVI – LOX IMVI melanoma; hit rate 7.4% among 79,000
MALME-3M – MALME-3M melanoma; hit rate 5.8% among 78,000; AID 1794766
The depositor's hits bear a star; & = joins results of further samples. The calls were made as follows: active = growth percent below 10; inactive = the rest. Random draw from the library (roughly 11% active in at least one column).

For COC(=O)CCC1=C(C)/C(=C/c2[nH]c(-c3ccc[nH]3)cc2OC)N=C1C the results were HS 578T 1.3*, UACC-257 -16*, BT-549 14, UACC-62 -50*, T-47D -36*, LOX IMVI -64* and MALME-3M -38*.
Screening CC(O)(CO)CCl (configuration not stated) returned SK-MEL-2 102, HS 578T 105, UACC-257 96, BT-549 105, UACC-62 101, T-47D 100, LOX IMVI 103 and MALME-3M 106.
For CN(C)c1ccc(O)cc1 the results were SK-MEL-2 97, HS 578T 114, UACC-257 81, UACC-62 101, T-47D 92, LOX IMVI 84 and MALME-3M 121.
`OCC1OC(n2ccc3c2ncn2ncnc32)C(O)C1O` (configuration not stated) gave SK-MEL-2 68, HS 578T 65, UACC-257 98, BT-549 23, UACC-62 61, T-47D 11, LOX IMVI 13 and MALME-3M 84.
Nc1ncnc2c1cnn2C1CCCCC1 was read as SK-MEL-2 105, HS 578T 108, UACC-257 100, BT-549 45, UACC-62 89, T-47D 93, LOX IMVI 101 and MALME-3M 107.
`O=C1NCCOc2ccccc21` gave SK-MEL-2 110&102, HS 578T 117&102, UACC-257 115&99, BT-549 124&102, UACC-62 103&103, T-47D 107&112, LOX IMVI 96&100 and MALME-3M 109.
Screening COc1ccc(CCn2c(=O)sn(CCCl)c2=O)cc1 returned SK-MEL-2 100, HS 578T 96, UACC-257 94, BT-549 107, T-47D 97, LOX IMVI 99 and MALME-3M 109.
`COc1ccc(C(=O)C(C)C(C)=O)c(OCc2ccccc2)c1OC` (configuration not stated) gave SK-MEL-2 120, HS 578T 97, UACC-257 103, BT-549 109, UACC-62 96, T-47D 99, LOX IMVI 98 and MALME-3M 130.
`O=c1cccn[nH]1` gave SK-MEL-2 115, HS 578T 112, UACC-257 103, BT-549 105, UACC-62 101, T-47D 104, LOX IMVI 99 and MALME-3M 117.
Screening CCOC(=O)/C=C/CCCC1CCCCC1 returned SK-MEL-2 93, HS 578T 94, UACC-257 87, LOX IMVI 99 and MALME-3M 107.
For Cc1ccc(S(=O)(=O)C/C(=N/NC(=O)c2ccc(S(N)(=O)=O)cc2)c2cc3ccccc3oc2=O)cc1 the results were SK-MEL-2 108, HS 578T 106, UACC-257 114, BT-549 107, UACC-62 99, T-47D 97, LOX IMVI 100 and MALME-3M 106.
Screening N#CCCC(C#N)(C#N)CCC#N returned SK-MEL-2 110, HS 578T 106, UACC-257 107, BT-549 109, UACC-62 118, T-47D 103, LOX IMVI 100 and MALME-3M 111.
For Cc1ccc(S(=O)(=O)N/N=C2\CCCc3ccccc32)cc1 the results were SK-MEL-2 103, HS 578T 95, UACC-257 94, BT-549 115, UACC-62 93, T-47D 94, LOX IMVI 95 and MALME-3M 105.
Screening C=CC(C)(C)n1cc(C2=C(O)C(=O)C(c3cn(C(C)(C)C=C)c4ccccc34)=C(O)C2=O)c2ccccc21 returned SK-MEL-2 96, UACC-257 94, BT-549 96, UACC-62 100, T-47D 86, LOX IMVI 97 and MALME-3M 91.
`CC1(C)CC(=O)C2=C(C1)N(Cc1ccc(C(=O)O)cc1)C1=C(C(=O)CC(C)(C)C1)C2c1ccc([N+](=O)[O-])cc1` gave SK-MEL-2 110, HS 578T 106, UACC-257 104, BT-549 103, UACC-62 99, T-47D 101, LOX IMVI 88 and MALME-3M 104.
CN1CCN(CCCn2c(=O)c3sc4ncccc4c3n3nnc(-c4ccccc4)c23)CC1 was read as SK-MEL-2 -11*, HS 578T -12*, UACC-257 -89*, BT-549 50, UACC-62 -88*, T-47D -75* and LOX IMVI -91*.
Screening CCCCC1(CC)COC(c2ccc(Cl)cc2)OC1 (configuration not stated) returned SK-MEL-2 97, HS 578T 99, UACC-257 102, BT-549 95, UACC-62 104, T-47D 99, LOX IMVI 98 and MALME-3M 87.
Cc1ccc([N+](=O)[O-])c(O)c1 was read as SK-MEL-2 88, HS 578T 116, UACC-257 103, BT-549 89, UACC-62 103, T-47D 98, LOX IMVI 108 and MALME-3M 102.
Screening C[C@]12CC(=O)C[C@@H]1C[C@H]1CC[C@]3(C)CC4(C[C@H]3C[C@H]1C2)SCCS4(=O)=O (some centres not stated) returned SK-MEL-2 100, HS 578T 108, UACC-257 99, BT-549 95, UACC-62 77, T-47D 64, LOX IMVI 92 and MALME-3M 98.
For c1ccc2oc(Sc3ncnn3-c3nc4ccccc4o3)nc2c1 the results were HS 578T 118, UACC-257 99, BT-549 97, UACC-62 84, LOX IMVI 94 and MALME-3M 103.
`COC(=O)c1nc(-c2ccccc2)oc1S(=O)(=O)NCC(c1ccc(Cl)cc1)N1CCCCC1` (configuration not stated) gave SK-MEL-2 94, HS 578T 100, UACC-257 88, BT-549 56, UACC-62 85, T-47D 52, LOX IMVI 44 and MALME-3M 99.
Screening CCN(CC)c1ccc(/C=C/C(=O)c2cccc(NS(C)(=O)=O)c2)cc1 returned SK-MEL-2 83, HS 578T 28, BT-549 58, UACC-62 36, T-47D 44, LOX IMVI 15 and MALME-3M 76.
CCOC(=O)c1cc(C(=O)c2ccc(OC)c(OC)c2)n2cnc(-c3ccc(Cl)cc3)cc12 was read as SK-MEL-2 100, HS 578T 97, UACC-257 91, BT-549 78, UACC-62 91, T-47D 77, LOX IMVI 97 and MALME-3M 85.
`COc1nccnc1NS(=O)(=O)c1ccc(N)cc1` gave SK-MEL-2 91, HS 578T 102, UACC-257 103, BT-549 97, UACC-62 114, T-47D 93, LOX IMVI 101 and MALME-3M 77.

7 compounds from above, ordered by SMILES length, descending:
Screening C=CC(C)(C)n1cc(C2=C(O)C(=O)C(c3cn(C(C)(C)C=C)c4ccccc34)=C(O)C2=O)c2ccccc21 returned SK-MEL-2 96, UACC-257 94, BT-549 96, UACC-62 100, T-47D 86, LOX IMVI 97 and MALME-3M 91.
`COC(=O)c1nc(-c2ccccc2)oc1S(=O)(=O)NCC(c1ccc(Cl)cc1)N1CCCCC1` (configuration not stated) gave SK-MEL-2 94, HS 578T 100, UACC-257 88, BT-549 56, UACC-62 85, T-47D 52, LOX IMVI 44 and MALME-3M 99.
CN1CCN(CCCn2c(=O)c3sc4ncccc4c3n3nnc(-c4ccccc4)c23)CC1 was read as SK-MEL-2 -11*, HS 578T -12*, UACC-257 -89*, BT-549 50, UACC-62 -88*, T-47D -75* and LOX IMVI -91*.
For c1ccc2oc(Sc3ncnn3-c3nc4ccccc4o3)nc2c1 the results were HS 578T 118, UACC-257 99, BT-549 97, UACC-62 84, LOX IMVI 94 and MALME-3M 103.
Screening COc1ccc(CCn2c(=O)sn(CCCl)c2=O)cc1 returned SK-MEL-2 100, HS 578T 96, UACC-257 94, BT-549 107, T-47D 97, LOX IMVI 99 and MALME-3M 109.
Screening CCOC(=O)/C=C/CCCC1CCCCC1 returned SK-MEL-2 93, HS 578T 94, UACC-257 87, LOX IMVI 99 and MALME-3M 107.
`O=c1cccn[nH]1` gave SK-MEL-2 115, HS 578T 112, UACC-257 103, BT-549 105, UACC-62 101, T-47D 104, LOX IMVI 99 and MALME-3M 117.

Other results follow:
Screening Cc1ccc(NC(=S)NNC(=S)NNc2ccccc2)cc1C returned SK-MEL-2 91, HS 578T 94, UACC-257 99, BT-549 120, UACC-62 104, T-47D 98, LOX IMVI 106 and MALME-3M 102.
CCCOC(=O)N1CCCCC1 was read as SK-MEL-2 95, HS 578T 113, UACC-257 102, BT-549 101, UACC-62 103, T-47D 114, LOX IMVI 100 and MALME-3M 104.
For COc1cc(-c2cc(-n3nnnc3-c3ccccc3)no2)cc(OC)c1OC the results were SK-MEL-2 107, HS 578T 112, UACC-257 108, BT-549 101, UACC-62 106, T-47D 99 and MALME-3M 116.
Screening Cn1cc(C(=O)Nc2cc(C(=O)NCCC(=N)N)cn2C)cc1NC(=O)CN=C(N)N returned SK-MEL-2 115, HS 578T 109, UACC-257 113, BT-549 93, UACC-62 94, T-47D 121, LOX IMVI 112 and MALME-3M 112.
`CCS(=O)(=O)c1ncnc2nc[nH]c12` gave SK-MEL-2 100, HS 578T 98, UACC-257 93, BT-549 91, UACC-62 94, T-47D 90, LOX IMVI 101 and MALME-3M 106.
O=C(NCCNc1nccc(-n2ccc3cccnc32)n1)c1c(F)cccc1F was read as SK-MEL-2 120, HS 578T 101, UACC-257 113, UACC-62 102, T-47D 104, LOX IMVI 101 and MALME-3M 113.
For O=C(Cc1cccc([N+](=O)[O-])c1)Nc1ccccc1 the results were HS 578T 96, UACC-257 107, BT-549 118, UACC-62 95, T-47D 102, LOX IMVI 97 and MALME-3M 122.
For O=C(Nc1cc(Cl)cc(Cl)c1)OC1CC2CC1C1CC3OC3C21 (configuration not stated) the results were HS 578T 116, UACC-257 138, BT-549 100, UACC-62 93, T-47D 91, LOX IMVI 96 and MALME-3M 97.
Screening ClC(Cl)(Cl)c1nc2ccccc2s1 returned SK-MEL-2 81, HS 578T 98, UACC-257 98, BT-549 79, UACC-62 73, T-47D 57, LOX IMVI 82 and MALME-3M 80.
For CCC(C)C1NC(=O)C(CCNCS(=O)(=O)O)NC(=O)C(NC(=O)C(CCNCS(=O)(=O)O)NC(=O)C(NC(=O)C(CCNCS(=O)(=O)O)NC(=O)CCCCC(C)C)C(C)O)CCNC(=O)C(C(C)O)NC(=O)C(CCNCS(=O)(=O)O)NC(=O)C(CCNCS(=O)(=O)O)NC(=O)C(C(C)CC)NC1=O (configuration not stated) the results were SK-MEL-2 40, UACC-257 84, BT-549 66, UACC-62 48, T-47D 49, LOX IMVI 49 and MALME-3M 49.
`CSC1SCC2C(=O)N(C)C(C(C)C)C(=O)OCC(NC(=O)c3cnc4ccccc4n3)C(=O)NC(C)C(=O)N(C)C1C(=O)N(C)C(C(C)C)C(=O)OCC(NC(=O)c1cnc3ccccc3n1)C(=O)NC(C)C(=O)N2C` (configuration not stated) gave SK-MEL-2 -28*, HS 578T -61*, UACC-257 -14*, BT-549 -48*, UACC-62 -77*, T-47D -8.2*, LOX IMVI 4.0* and MALME-3M -23*.
For C=C1CCC2C3(C)COC(c4c(OC)cccc4OC)OC3CCC2(C)C1C/C=C1/C(=O)OCC1O (configuration not stated) the results were SK-MEL-2 50, UACC-257 60, BT-549 17, UACC-62 59, T-47D 54, LOX IMVI 16 and MALME-3M 109.
`O=S(=O)(NCCNc1cc(-c2cn(-c3ccccc3)nc2-c2ccccc2)ccn1)c1cccc2ccccc12` gave SK-MEL-2 89, HS 578T 56, BT-549 49, UACC-62 57, T-47D 24, LOX IMVI 46 and MALME-3M 61.
Screening Cc1cc(OC(=O)Nc2ccccc2)ccc1Cl returned SK-MEL-2 94, HS 578T 105, UACC-257 103, BT-549 128, UACC-62 101, T-47D 89, LOX IMVI 90 and MALME-3M 86.
COc1ccc(C(=O)/C=C/c2cc(C(=O)c3cc(OC)c(OC)c(OC)c3)ccc2OC)cc1 was read as SK-MEL-2 61, HS 578T 63, UACC-257 68, BT-549 74, UACC-62 33, T-47D 68, LOX IMVI 27 and MALME-3M 78.
`CCC1CCc2nc3sc(C(=O)Nc4cccc(C)c4)c(N)c3cc2C1` (configuration not stated) gave SK-MEL-2 55, HS 578T 88, UACC-257 56, BT-549 86, UACC-62 49, T-47D 97, LOX IMVI 73 and MALME-3M 47.
For CCOC(=O)C(=CNC(=S)Nc1ccc(OCC)cc1)C(=O)OCC the results were SK-MEL-2 110, HS 578T 100, UACC-257 97, BT-549 105, UACC-62 101, T-47D 94, LOX IMVI 95 and MALME-3M 91.
For COC(=O)[C@]12CC[C@@H](C(C)=O)[C@@H]1[C@H]1CC[C@@H]3[C@@]4(C)C/C(=C/c5cccnc5)C(=O)C(C)(C)[C@@H]4CC[C@@]3(C)[C@]1(C)CC2 the results were SK-MEL-2 68, HS 578T 75, UACC-257 58, BT-549 46, UACC-62 35, T-47D 24 and MALME-3M 30.
For COc1cc2nc(NC3CC3)nc(NC3CCNCC3)c2cc1OC the results were SK-MEL-2 109, HS 578T 77, UACC-257 102, BT-549 83, UACC-62 95, T-47D 95, LOX IMVI 92 and MALME-3M 110.
`COC(=O)[C@@H](Cc1ccccc1)NC(=O)[C@H](Cc1ccccc1)NCc1cccc(O)c1` gave SK-MEL-2 99, HS 578T 113, UACC-257 98, BT-549 88, UACC-62 96, T-47D 84, LOX IMVI 97 and MALME-3M 97.
For N#Cc1c(Cl)nc(SCc2ccc([N+](=O)[O-])cc2)nc1-c1ccc(F)cc1 the results were SK-MEL-2 98, HS 578T 99, UACC-257 94, BT-549 82, UACC-62 82, T-47D 53, LOX IMVI 92 and MALME-3M 125.
Screening COc1cccc(C(C)=O)c1O returned SK-MEL-2 97, HS 578T 111, UACC-257 96, BT-549 109, UACC-62 100, T-47D 75, LOX IMVI 97 and MALME-3M 101.
For O=C1c2ccccc2C2=Cc3ccccc3C(O)N12 (configuration not stated) the results were SK-MEL-2 89, HS 578T 119, UACC-257 91, BT-549 105, UACC-62 94, T-47D 83, LOX IMVI 100 and MALME-3M 115.
`O=S(=O)(O)C1CC(S(=O)(=O)O)NC(S(=O)(=O)O)C1` (configuration not stated) gave HS 578T 102, UACC-257 86, BT-549 105, UACC-62 103, T-47D 95, LOX IMVI 97 and MALME-3M 106.
`NC(N)=N/N=C/c1ccc[nH]1` gave SK-MEL-2 107, UACC-257 102, BT-549 98, UACC-62 106, T-47D 102, LOX IMVI 90 and MALME-3M 112.
C/C(=C\N1CCCCC1)C1CCC2C3CCC4=CC(=O)CCC4(C)C3CCC12C (configuration not stated) was read as SK-MEL-2 105, HS 578T 32, UACC-257 86, BT-549 80, UACC-62 55, T-47D 73, LOX IMVI 96 and MALME-3M 85.
CSc1ccc(C(=NNS(=O)(=O)c2ccc(C)cc2)c2ccc(F)cc2)cc1 was read as SK-MEL-2 110, HS 578T 114, UACC-257 100, BT-549 119, UACC-62 85, T-47D 91, LOX IMVI 99 and MALME-3M 97.
